Source: PubChem BioAssay (several laboratories)
pPAFAH FP inh = pPAFAH (human) enzyme inhibition; recombinant pPAFAH, FP-rhodamine probe fluorescence polarization; AID 463082; inhibition, % at 3.39 µM; 330,000 tested, 1.5% active;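 active means inhibition above the mean inhibition across the screen plus 3 SD, cut at about 25% in these data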;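 further: inhibitors block binding of the rhodamine activity-based probe so polarization drops; 0% = enzyme with DMSO and 100% = wells lacking pPAFAH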
PME-1 inh = PME-1 (human) inhibition; recombinant PME-1, FP-Rh probe fluorescence polarization; inhibition, % at 5.9 µM; 320,000 tested, 0.53% active; AID 2130;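 active means inhibition above the campaign mean of all compounds plus 3 SD, cut at about 26% in these data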;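 further: competitive labeling of PME-1 active site by serine hydrolase directed probe; 0% = PME-1 with DMSO and 100% = wells lacking PME-1 enzyme; inhibitors block probe labeling so polarization falls and inhibition rises; many of its hits are not listed in these tables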
Target sequence (Q9Y570 whole entry, looked up): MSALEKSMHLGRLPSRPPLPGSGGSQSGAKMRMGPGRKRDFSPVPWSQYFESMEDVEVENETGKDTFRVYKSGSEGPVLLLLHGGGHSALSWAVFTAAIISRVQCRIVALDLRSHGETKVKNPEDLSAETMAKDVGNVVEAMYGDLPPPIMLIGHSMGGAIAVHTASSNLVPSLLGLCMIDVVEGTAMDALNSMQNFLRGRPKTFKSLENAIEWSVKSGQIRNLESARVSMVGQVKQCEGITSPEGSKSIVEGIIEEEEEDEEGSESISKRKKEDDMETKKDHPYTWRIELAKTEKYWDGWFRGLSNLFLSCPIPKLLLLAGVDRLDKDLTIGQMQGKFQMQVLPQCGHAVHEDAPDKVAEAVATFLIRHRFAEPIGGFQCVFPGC
PAFAH1B2 FP inh = PAFAH1B2 (human) inhibition. 340,000 tested, 1.2% active. AID 492953. inhibition, % at 3.39 µM. recombinant PAFAH1B2, FP-rhodamine activity probe, fluorescence polarization;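 active means inhibition above the mean of all tested compounds plus 3 SD, cut at about 24% in these data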;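 further: 0% = enzyme with DMSO and 100% = wells lacking PAFAH1B2; many of its hits are not listed in these tables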
Target sequence (P68402 whole entry, looked up): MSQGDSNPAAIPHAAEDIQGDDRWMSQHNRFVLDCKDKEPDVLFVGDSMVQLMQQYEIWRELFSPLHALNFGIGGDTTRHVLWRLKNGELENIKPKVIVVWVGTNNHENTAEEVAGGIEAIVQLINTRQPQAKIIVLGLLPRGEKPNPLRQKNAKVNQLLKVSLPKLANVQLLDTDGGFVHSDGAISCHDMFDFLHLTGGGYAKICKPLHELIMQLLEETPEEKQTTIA
MCL1 BIM primary = inhibitors of human MCL1 binding to BIM-BH3 peptide | 320,000 tested, 0.68% active | Q07820 | inhibition, % at 10.9 µM | GST-MCL1 / FITC-Bim-BH3 fluorescence polarization;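 active means inhibition above the mean inhibition of all tested compounds plus 3 SD, set per campaign, cut at about 40% in these data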;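 further: 0% = DMSO wells and 100% = unlabeled Bim-BH3 peptide control; higher means more loss of mP so more displacement of Bim peptide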
Fam108B inh = Fam108B inhibition, counter-screen for RBBP9 inhibitors; recombinant Fam108B, FP-Rh probe fluorescence polarization; inhibition, % at 9.51 µM; 300,000 tested, 0.33% active; AID 1947;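 active means inhibition above the screen mean inhibition plus 3 SD, computed separately per campaign, cut at about 18% in these data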;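 further: inhibitors lower polarization as less probe binds the enzyme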
MEX-5 binding = C. elegans MEX-5 TCR-2 RNA binding activity. Q9XUB2. MEX-5/FITC-TCR2 RNA binding, fluorescence polarization; stronger effect = lower value. activity score (negative = inhibition of binding), % at 10 µM. 300,000 tested, 0.38% active. AID 1832;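 active means inhibition past about -25% in most replicates, and total fluorescence under double the plate's negative control median, limit read from the data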;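 further: 0% = DMSO and -100% = 5 µM competing unlabeled TCR2 RNA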
Target sequence (Q9XUB2 whole entry, looked up): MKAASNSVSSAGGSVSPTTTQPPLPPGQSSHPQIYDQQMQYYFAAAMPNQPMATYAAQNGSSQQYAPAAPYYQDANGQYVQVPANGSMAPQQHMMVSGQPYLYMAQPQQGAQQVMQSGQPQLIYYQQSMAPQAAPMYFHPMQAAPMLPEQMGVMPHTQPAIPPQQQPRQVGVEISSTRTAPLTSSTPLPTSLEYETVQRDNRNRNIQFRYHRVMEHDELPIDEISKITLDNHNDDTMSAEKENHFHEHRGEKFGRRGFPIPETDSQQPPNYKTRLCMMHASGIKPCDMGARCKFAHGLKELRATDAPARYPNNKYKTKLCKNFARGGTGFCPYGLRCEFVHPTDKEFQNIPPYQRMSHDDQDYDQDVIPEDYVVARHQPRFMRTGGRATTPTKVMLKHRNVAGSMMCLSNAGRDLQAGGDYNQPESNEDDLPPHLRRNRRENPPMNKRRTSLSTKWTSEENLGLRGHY
GLD-1 RNA inh = GLD-1-TGE RNA interaction inhibition (C. elegans). purified GLD-1 + fluorescein TGE RNA, fluorescence polarization. Q17339. 320,000 tested, 0.44% active. inhibition, % at 5.96 µM;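 active means percent inhibition above a per-plate cutoff, the plate mean of test compounds plus 3 SD, cut at about 30% in these data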;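 further: 0% = DMSO wells with GLD-1 and probe and 100% = wells lacking GLD-1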
BCLXL inh = blocks human Bcl-xL binding to Bim BH3 peptide; Q07817; GST-Bcl-xL / FITC-Bim BH3 peptide fluorescence polarization; inhibition, % at 10.9 µM; 320,000 tested, 0.7% active; AID 2129;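 active means inhibition above the mean of all tested compounds plus 3 SD, cutoff set per campaign, cut at about 30% in these data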;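 further: 0% = DMSO wells and 100% = unlabeled Bim-BH3 peptide competitor; inhibitors lower millipolarization by displacing the labeled peptide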
AHR act = activators of human aryl hydrocarbon receptor. activation, % at 5 µM. P35869. 320,000 tested, 2.5% active. AID 2796. AHR-responsive luciferase reporter cells, luminescence; in the data active means activation above about 47%;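 further: 0% = vehicle wells and 100% = reference agonist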
* hit, by the source's call; . = not tested or not shown. Not all compounds are listed; count on the stated rates, not on these rows.

SMILES	pPAFAH FP inh	PME-1 inh	PAFAH1B2 FP inh	MCL1 BIM primary	Fam108B inh	MEX-5 binding	GLD-1 RNA inh	BCLXL inh	AHR act
CC1CCCN(C(=O)C2(NC(=O)Nc3cccc(F)c3)CCCCC2)C1 (stereo not given)	-1.3	-1.9	-0.5	1.1	-0.8	1.6	1.5	4.0	0.7
O=C(COC(=O)Cc1c[nH]c2ccccc12)Nc1cccc2ccccc12	12.8	3.9	2.9	1.6	4.5	0.5	6.1	3.1	14.9
O=C(O)Cc1nc(-c2cccnc2)sc1-c1ccc(Br)cc1	10.7	7.7	0.8	-0.2	-1.2	2.3	-6.9	-0.6	6.1
O=C(CCc1ccccc1O)N/N=C/c1ccc(Sc2cccc3cccnc23)o1	-7.7	-21.8	-4.2	-6.0	-17.3	-3.6	2.0	-4.7	23.9
CC(=O)Nc1sc(N/N=C\c2ccccc2F)nc1-c1cccs1	1.2	2.1	-0.5	-2.1	1.5	1.0	4.1	8.3	31.8
c1csc(-c2cn3ccc4ccccc4c3n2)c1	-1.0	-0.6	-2.2	-1.3	9.3	1.6	11.5	-2.1	57.2*
Cc1cccc(C(=O)N[C@H](C(=O)Nc2ccc(C)c(S(=O)(=O)N(C)C)c2)C(C)C)c1	1.3	-1.9	9.5	-0.7	-2.0	-1.9	-1.8	0.9	0.9
COc1ccc(N2CCN(C(=O)CSc3nnc(-c4cccnc4)n3-c3ccc(F)cc3)CC2)cc1	-1.2	2.4	2.2	0.7	0.0	-1.4	3.2	2.2	-1.1
CC(C)C(=O)Nc1ccc2oc(=O)ccc2c1	-0.6	3.3	1.1	-5.5	-6.4	-2.4	-5.7	0.8	1.6
CSc1ccccc1C(=O)Nc1ccc(C)cc1C	1.2	-4.5	1.4	-0.5	-1.3	1.0	2.5	4.2	4.4
O=C1CC(N2CCOCC2)C(=O)N1c1ccc2c(c1)OCO2 (stereo not given)	2.8	-7.4	2.1	13.6	-2.0	0.5	3.3	5.0	2.6
O=C1CN(c2nc(-c3cccnc3)nc3sc4c(c23)CCCC4)CCN1	-10.3	-1.1	-4.9	-17.3	-10.4	-1.5	-5.6	-6.9	17.3
O=C(CSc1cc(Cl)ccc1Cl)NC1CCCc2ccccc21 (stereo not given)	-6.4	-0.8	2.3	2.1	-5.6	-2.8	-3.8	-1.1	5.3
CN1CCN(CCCNC(=O)c2ccc3c(c2)N(Cc2ccc(F)cc2)CCS3)CC1	6.4	6.5	3.8	-0.5	7.9	-0.5	-3.5	-1.7	0.9
Cc1ccc(CN=C(Nc2ccccc2)NC2CCCCC2)cc1	4.8	-0.3	7.8	6.7	1.0	-0.9	-7.7	0.4	3.1
N#Cc1cccc(C(=O)OCC(=O)c2ccc3c(c2)NC(=O)CO3)c1	3.4	-10.6	2.9	-3.7	-5.1	-1.6	7.1	-2.1	0.7
CC(Sc1nc2sc3c(c2c(=O)n1-c1ccccc1)CCCC3)C(=O)O (stereo not given)	-2.1	3.6	1.6	5.7	2.8	0.7	-1.8	4.9	-0.1
Cc1cc(C)n(C(C)CNS(=O)(=O)c2ccc(C)c(C)c2)n1 (stereo not given)	-2.4	2.2	6.8	-2.9	1.7	2.5	1.9	3.3	1.0
Cc1ccc(C)c(N2CCN(C(=O)CCn3c(=S)[nH]c4cc5c(cc4c3=O)OCO5)CC2)c1	1.6	2.1	0.0	4.8	-6.3	-0.7	-2.0	3.4	-3.0
O=C(NC1CCCc2c1cnn2-c1ccc(F)cc1F)c1csnn1 (stereo not given)	6.0	-4.4	2.7	3.7	2.0	-2.4	-5.9	-0.1	4.8

Next part, starting with the last three of the part before.
SMILES	pPAFAH FP inh	PME-1 inh	PAFAH1B2 FP inh	MCL1 BIM primary	Fam108B inh	MEX-5 binding	GLD-1 RNA inh	BCLXL inh	AHR act
Cc1cc(C)n(C(C)CNS(=O)(=O)c2ccc(C)c(C)c2)n1 (stereo not given)	-2.4	2.2	6.8	-2.9	1.7	2.5	1.9	3.3	1.0
Cc1ccc(C)c(N2CCN(C(=O)CCn3c(=S)[nH]c4cc5c(cc4c3=O)OCO5)CC2)c1	1.6	2.1	0.0	4.8	-6.3	-0.7	-2.0	3.4	-3.0
O=C(NC1CCCc2c1cnn2-c1ccc(F)cc1F)c1csnn1 (stereo not given)	6.0	-4.4	2.7	3.7	2.0	-2.4	-5.9	-0.1	4.8
CN(C(=O)c1ccc(NC(=O)C2CCN(C(=O)OC(C)(C)C)CC2)cc1)C1CCC1	3.2	.	4.8	.	.	.	1.6	.	-2.0
CCOc1ccc(-c2csc(NC(=O)c3ccco3)n2)cc1	-2.6	5.7	-1.4	6.9	-1.3	-1.7	4.2	-2.1	11.1
COC(=O)c1ccc(/C=C/c2c(-c3ccc(OC)cc3)sc3ccccc23)cc1	0.2	.	2.9	.	.	.	1.6	.	51.7*
CCOC(=O)CC1NCCc2c1[nH]c1ccc(OC)cc21 (stereo not given)	-1.4	-6.5	1.9	-0.2	-7.4	-1.0	-5.4	2.5	2.4
Cc1cccc(NS(=O)(=O)c2nnc(NC(=O)c3ccc(C)c(C)c3)s2)c1	5.5	-1.4	0.1	-2.9	-7.0	.	1.6	0.0	5.2
COc1ccc(N(C(=O)c2ccncc2)S(=O)(=O)c2ccc3c4c(cccc24)C(=O)N3C)cc1	-4.7	-9.2	6.7	-2.7	-0.2	0.1	0.5	1.6	7.4
O=[N+]([O-])c1cc(Cl)cc2c1nc(NCCO)c1ccccc12	6.2	8.0	2.1	4.2	-2.0	-0.6	4.4	12.8	18.2
CCc1sc(C(=O)Nc2ccc(N3CCOCC3)cc2)cc1C	14.0	.	3.9	.	.	.	2.7	.	-4.3
COc1ccc(-c2n[nH]c(=S)n2-c2cc(OC)ccc2OC)cc1	0.5	-0.2	4.4	-7.4	1.2	3.4	2.8	-9.5	-0.2
CC(=O)N1CCOc2cc(S(=O)(=O)NCc3ccc(F)cc3)c(C)cc21	3.9	7.1	1.4	3.1	0.8	-2.2	5.5	6.4	-0.8
CC(C)C(=O)Nc1ccc(C(=O)NNC(=S)NC(=O)c2ccccc2[N+](=O)[O-])cc1	-4.0	1.1	3.6	-2.6	1.5	-7.7	-1.3	5.2	-1.3
O=C(N/N=C/c1ccccn1)c1cc(-c2ccc(Cl)s2)[nH]n1	3.4	-21.5	-0.3	-2.0	-7.7	2.2	-0.9	-0.2	27.4
O=C(COc1cc(Cl)c(Cl)cc1Cl)Nc1cccc(O)c1	1.2	-30.3	5.6	-1.8	-6.5	1.5	9.0	1.3	0.3
O=[N+]([O-])c1ccc(C[n+]2ccc(Cc3ccccc3)cc2)cc1	-0.4	2.3	5.6	6.6	1.7	-3.4	1.2	2.5	0.1
C/C(=C\c1ccccc1)CN1CCC(C(=O)N2CCCC(C)C2)CC1 (stereo not given)	4.6	-1.6	8.0	10.2	-3.6	-0.9	8.4	10.2	-1.3
CCOc1ccc(-c2nc(CSCC(=O)NC3CCCc4ccccc43)c(C)o2)cc1 (stereo not given)	-2.8	3.6	4.2	5.2	-8.0	-1.1	4.2	-0.2	3.7
COc1ccccc1NC(=O)CCN1C(=O)/C(=C\c2cc(OC)c(OC)c(OC)c2)SC1=S	0.3	4.3	3.8	2.7	-2.8	-8.4	2.0	1.1	0.8
COc1ccc(S(=O)(=O)NC2CC2)cc1Cl	4.5	4.4	1.2	-2.4	4.1	0.8	7.1	-3.5	-2.5
COc1ccc(CNC(=O)CCNS(=O)(=O)c2ccc(NC(C)=O)cc2)cc1OC	4.7	5.2	-2.5	1.2	.	.	3.3	2.5	-0.6
CCOC(=O)c1c(NC(=O)C2C3C=CC(CC3)C2C(=O)O)sc(C)c1CC (stereo not given)	14.3	7.7	3.6	7.7	0.5	3.2	-1.0	0.9	2.4
O=C(c1ccccc1)c1ccc2nc(-c3ccc(NC(=O)c4ccccc4F)cc3)[nH]c2c1	3.3	-10.9	3.4	-6.4	-13.7	-1.7	8.0	-0.8	-4.3
CC(=O)N1CCN(CCN=CC2=C(O)CC(C)(C)CC2=O)CC1	10.0	1.1	2.4	-0.9	0.2	-1.3	3.4	-0.9	-0.8
CN(C)C(=O)CN(c1ccc(F)c(Cl)c1)S(C)(=O)=O	0.3	1.5	2.3	13.8	0.0	0.7	2.5	4.6	-1.1
O=C(c1ccc(S(=O)(=O)N2CCCCC2)cc1)N1CCN(c2ccccc2)CC1	-4.3	-3.5	0.3	-3.7	-5.2	-0.8	0.2	-7.7	0.2
CC1CCc2sc(C(=O)NNC(=S)NCC3CCCO3)cc2C1 (stereo not given)	5.1	0.1	5.7	1.8	-0.1	0.4	2.6	1.2	3.3
Fc1ccc(-c2n[nH]c(=S)n2CC2CCCO2)cc1 (stereo not given)	-2.3	2.5	9.9	-5.5	0.3	0.1	0.9	-2.5	0.0
O=C(Cc1ccccc1)Oc1coc(CSc2ncccn2)cc1=O	1.1	-2.5	6.8	2.2	2.3	-5.0	7.2	4.1	-3.0
Cc1ccc2nc(SCC(=O)c3c(N)n(C)c(=O)n(C)c3=O)[nH]c2c1	4.4	-2.1	-2.2	-9.2	3.8	-1.0	1.9	-16.1	46.9
CCN1C(=O)N[C@@H](c2cccc(C(F)(F)F)c2)[C@H](C(C)=O)[C@H]1C	3.4	-2.2	4.9	2.7	-4.0	-0.1	11.1	-24.0	3.1
O=C(NCc1ccccc1)C1CCC1	-0.3	5.1	-3.9	10.7	-0.8	0.1	-0.6	0.3	-0.7
COc1ccc(NS(=O)(=O)c2cccc(C(=O)NCC(c3ccccc3OC)N3CCCC3)c2)cc1 (stereo not given)	10.8	3.7	-2.1	-7.2	2.3	3.4	2.2	-0.6	-0.8
COc1ccc2c(c1OC)C(=O)OC2Nc1nc(-c2ccccc2)cs1 (stereo not given)	-0.9	-12.7	7.5	0.8	0.2	-1.3	5.7	1.8	-5.5
CCOC(=O)N1CCC(NC(=O)C(CC(C)C)NC(=O)C2CCC(C)CC2)CC1 (stereo not given)	-2.2	-5.3	6.6	0.1	-1.0	0.9	2.9	4.4	-3.8
NNc1nc(-c2ccccc2)c2cc(Cl)ccc2n1	-0.2	3.3	5.1	0.8	-5.4	-0.8	1.2	3.7	12.4
COc1ccccc1N1CCN(C(=O)C2CCCCN2S(=O)(=O)c2ccc(C)cc2)CC1 (stereo not given)	0.3	3.7	2.6	7.9	-1.1	2.3	-2.8	5.8	5.2
O=C1CN(Cc2nc3cc(Cl)ccc3c(=O)[nH]2)CCN1	0.6	-3.1	2.4	-0.9	-0.8	0.2	-1.6	-1.5	0.7
NC(=O)C(=O)N/N=C/c1c(F)c(F)c(F)c(F)c1F	2.3	-0.7	1.8	7.8	4.0	3.0	2.4	0.3	1.8
Cc1cc(C)n(CC(=O)NNC(=O)c2cccc(C(F)(F)F)c2)n1	1.0	-2.7	1.8	4.7	-1.0	-1.0	7.0	3.7	1.7
Cc1ccc(C)c(S(=O)(=O)NCc2cccnc2)c1	-1.8	-1.6	1.2	-4.3	1.1	0.4	8.9	-1.7	-0.3

Part of the list above, with values under each structure.
Order of values – pPAFAH FP inh, PME-1 inh, PAFAH1B2 FP inh, MCL1 BIM primary, Fam108B inh, MEX-5 binding, GLD-1 RNA inh, BCLXL inh, AHR act
COc1ccccc1N1CCN(C(=O)C2CCCCN2S(=O)(=O)c2ccc(C)cc2)CC1 (stereo not given)
→ 0.3, 3.7, 2.6, 7.9, -1.1, 2.3, -2.8, 5.8, 5.2
O=C1CN(Cc2nc3cc(Cl)ccc3c(=O)[nH]2)CCN1
→ 0.6, -3.1, 2.4, -0.9, -0.8, 0.2, -1.6, -1.5, 0.7
